CBFb RUNX1 block: inhibitors of human CBF-beta and RUNX1 interaction; Q01196+Q13951; AlphaScreen CBFb-His/RUNX1-biotin binding, biochemical; Potency, µM (highest dose often 59.8 µM), for inactives: at the top dose activity, negative = inhibition, usual class: inhibitors; 230,000 tested, under 10 active; also: % of control where 0% means no effect
Target sequence (Q01196 whole entry, looked up): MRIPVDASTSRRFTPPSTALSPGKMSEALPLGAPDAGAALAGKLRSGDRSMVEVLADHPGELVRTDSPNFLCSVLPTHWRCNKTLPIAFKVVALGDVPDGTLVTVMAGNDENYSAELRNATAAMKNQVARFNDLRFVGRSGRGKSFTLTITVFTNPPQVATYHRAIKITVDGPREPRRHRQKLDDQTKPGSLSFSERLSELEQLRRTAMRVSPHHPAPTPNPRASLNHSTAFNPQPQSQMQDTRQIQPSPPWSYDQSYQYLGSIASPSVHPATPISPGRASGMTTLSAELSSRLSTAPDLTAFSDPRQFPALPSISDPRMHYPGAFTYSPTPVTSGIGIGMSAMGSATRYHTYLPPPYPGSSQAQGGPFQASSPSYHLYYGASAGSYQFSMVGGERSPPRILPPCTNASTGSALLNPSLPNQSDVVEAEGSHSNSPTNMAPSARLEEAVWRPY
Target sequence (Q13951 whole entry, looked up): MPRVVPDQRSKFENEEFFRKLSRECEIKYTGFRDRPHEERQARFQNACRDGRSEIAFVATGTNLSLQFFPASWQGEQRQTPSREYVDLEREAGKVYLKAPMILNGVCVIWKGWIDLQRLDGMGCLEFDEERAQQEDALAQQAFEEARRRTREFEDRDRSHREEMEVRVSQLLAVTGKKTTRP
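AlphaScreen binding: CBFb-His and RUNX1-biotin (30 nM each) preincubated 20 min, compound added for 15 min, then nickel and streptavidin beads for 90 min, all at room temperature. Disruption of the interaction by any mechanism counts as activity.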
Luc counter: Kinase-Glo luciferase inhibition (counter-screen). Kinase-Glo luciferase, ATP luminescence, 8 min. Potency, µM (titrated, usually from 38.3 µM), inactives show at the highest dose activity change, negative = inhibition, usual class: inhibitors. 200,000 tested, 0.28% active. AID 1379; also: potency is read from the fitted curve at half-maximal effect; % is scaled to controls: 0 for no effect and ±100 for the full control effect; nearly all actives have a fitted effect of over 60% in size
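Compounds were added to a substrate mix at pH 7.2 (50 mM imidazole, 10 uM ATP, within the enzyme's linear range), followed by Kinase-Glo detection reagent; luminescence was measured after 8 minutes at ambient temperature.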
aGal spleen mod: alpha-galactosidase A (human) modulation; P06280; human spleen homogenate, 4MU-alpha-Gal fluorescence, 40 min; Potency, µM (doses to about 80 µM), for the others: at the top dose activity change, negative = inhibition, hits mostly inhibitors; 240,000 tested, 0.008% active;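 also: potency is read from the fitted curve at half-maximal effect; 0% = enzyme with vehicle and -100% = no enzyme basal signal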
Target sequence (P06280 32-429 limits assumed): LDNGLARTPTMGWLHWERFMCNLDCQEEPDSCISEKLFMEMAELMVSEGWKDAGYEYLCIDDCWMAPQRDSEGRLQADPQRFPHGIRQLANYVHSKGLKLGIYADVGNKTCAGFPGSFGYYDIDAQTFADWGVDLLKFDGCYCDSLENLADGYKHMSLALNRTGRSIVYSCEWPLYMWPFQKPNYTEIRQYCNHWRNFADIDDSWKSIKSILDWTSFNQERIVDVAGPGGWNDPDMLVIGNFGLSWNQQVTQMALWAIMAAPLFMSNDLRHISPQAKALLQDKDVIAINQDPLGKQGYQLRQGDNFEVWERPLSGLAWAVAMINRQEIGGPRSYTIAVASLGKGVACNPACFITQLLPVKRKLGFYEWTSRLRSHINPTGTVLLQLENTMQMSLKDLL
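Spleen homogenate 1 ug + cpd (titration) + 4-MU-alpha-D-galactopyranoside 1 mM; 37C 40 min; 50 mM citrate/phosphate pH 5.0, 0.01% Tween-20; stop pH 10; fluorescence 365/440; AC50 via Hill.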
IMPase Li inh: IMPase inhibition in cells with lithium potentiation. Potency, µM (top dose mostly 59.4 µM), inactives show at the highest dose activity, negative = IMPase inhibition, usual class: inhibitors. 210,000 tested, 0.35% active. CHO-M1 cells, IP1 TR-FRET (IP-One), carbachol + lithium;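 also: IP1 builds up when IMPase is blocked and the TR-FRET signal falls; potency is read from the fitted curve at half-maximal effect; plate controls were basal vehicle for no effect and high inhibitor control for full effect; nearly all actives have a fitted effect of over 50% in size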
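CHO-M1, 2000 cells/well, 16–30 h culture; cpd + low Li+, 30 min 37C; lysis with d2-IP1/Eu-anti-IP1 Ab, 10 min RT; TR-FRET 665/620 ratio and 620 channel; AC50 via Hill.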
NPSR antagonist: antagonists of human neuropeptide S receptor cAMP signaling; CHO-NPSR cells, cAMP TR-FRET, antagonist mode; Potency, µM (series often up to 38.3 µM), without a hit: at the top dose activity change, negative = inhibition, hits mostly inhibitors; 220,000 tested, 1% active; also: potency is read from the fitted curve at half-maximal effect; % is scaled to controls: 0 for no effect and ±100 for the full control effect; nearly all actives have a fitted effect of over 50% in size; many of its hits are not listed in these tables
Lamin A splicing: modulators of lamin A splicing | HeLa LMNA splicing GFP/RFP minigene ratio, 48 h | Potency, µM (doses to about 46.1 µM), for inactives: at the highest dose ratio change, negative = inhibition, hits mostly inhibitors | 200,000 tested, 0.01% active; active = well fitted inhibition curve with a large enough effect in the signal ratio, with a control signal flat, not every such curve was filed as active; inconclusive = small, poorly fitted or top-dose-only effect, or effect the other way, or a change in a side signal; the % refers to the signal ratio; also: potency is read from the fitted curve at half-maximal effect; % is scaled to controls: 0 for no effect and ±100 for the full control effect
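Read-out is the ratio of GFP to DsRed2 object intensity, acquired by 488 nm laser-scanning cytometry on HeLa lamin A-EGFP minigene reporter cells. Compound incubation 48 hrs at 37 °C in Opti-MEM with 2% FBS; DMSO 0.5% final.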
Epigenetic reg: derepresses silenced GFP reporter in murine cells; Potency, µM (top dose mostly 53.9 µM), for the others: top-dose GFP activation, most hits filed as activators; 280,000 tested, 0.2% active; AID 1865; murine LDR cells, GFP reporter derepression, 30 h; also: potency is read from the fitted curve at half-maximal effect; % of control where 0% means no effect; nearly all actives have a fitted effect of over 60% in size
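GFP-positive cell count by laser-scanning cytometry (objects 20–120 um) after 30 h, 37 C compound exposure of murine LDR cells; reporter is CMV-GFP integrated at a silenced locus, inducible by HDAC or DNMT inhibitors.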
Active calls of the source: *; [ ] = remark or other dose. Unless noted, calls follow the shape of the dose curve; as a rule, active = well fitted curve in the direction sought with a large enough effect; inconclusive = small, poorly fitted or top-dose-only effect, or another doubt; inactive = no such curve, though single readings can be large; an effect the other way counts as inactive or inconclusive. The list is partial; rates above refer to the full screens.

How did CCCOc1cccc(NC(=O)OC2CCN(C)CC2)c1 do in these assays?
CBFb RUNX1 block: 2%; Luc counter: -4%; aGal spleen mod: 0%; IMPase Li inh: 12%; NPSR antagonist: 7%; Lamin A splicing: -7%; Epigenetic reg: -1.0%

What do the screens show for `CCOCCCNC(=S)Nc1ccc(Br)cc1Cl`?
CBFb RUNX1 block: 3%; aGal spleen mod: 10%; NPSR antagonist: 0%[7.67 µM]; Epigenetic reg: 1.0%

How did O=C(NC(=O)c1cc(OCC(F)(F)F)ccc1OCC(F)(F)F)Nc1ccccc1 do in these assays?
CBFb RUNX1 block: 19%; aGal spleen mod: 4%; NPSR antagonist: inconclusive; Epigenetic reg: -0.3%

What do the screens show for `CC(=O)Nc1ccc2c(c1)c1ccccc1n2C(C)=O`?
CBFb RUNX1 block: 4%; Luc counter: 3%; aGal spleen mod: 1%; IMPase Li inh: -10%; NPSR antagonist: 15%; Lamin A splicing: inconclusive; Epigenetic reg: 0.0%

How did COc1cc(C(=O)Oc2cccc(C)c2)cc(OC)c1OC do in these assays?
CBFb RUNX1 block: 10%; Luc counter: 1%; aGal spleen mod: 0%; IMPase Li inh: -3%[38.3 µM]; NPSR antagonist: -26%[46.1 µM]; Lamin A splicing: 2%; Epigenetic reg: -0.9%

What do the screens show for `COc1ccc(NC(=O)CN(C)S(=O)(=O)c2ccccc2)cc1`?
CBFb RUNX1 block: -5%; Luc counter: -6%; aGal spleen mod: 8%; IMPase Li inh: 17%[38.3 µM]; NPSR antagonist: -4%[46.1 µM]; Lamin A splicing: 2%; Epigenetic reg: -0.3%

What do the screens show for `Cc1csc2ncc(C(=O)Nc3ccccc3F)c(=O)n12`?
CBFb RUNX1 block: 9%; Luc counter: -4%; aGal spleen mod: -1%; IMPase Li inh: 20%[38.3 µM]; NPSR antagonist: -6%[46.1 µM]; Lamin A splicing: -5%; Epigenetic reg: 1.3%

Results for CC(Nc1ccc(Br)cn1)c1cc(Cl)ccc1O (centres undefined) ?
CBFb RUNX1 block: 18%; Luc counter: -1%; aGal spleen mod: -3%; IMPase Li inh: 30%; NPSR antagonist: -15%[46.1 µM]; Lamin A splicing: -7%; Epigenetic reg: -2.2%

Results for COc1ccc(N(CC(=O)Nc2ccc(C)cn2)S(=O)(=O)c2c(C)nn(C)c2C)cc1 ?
CBFb RUNX1 block: 4%; Luc counter: 3%; aGal spleen mod: 0%; IMPase Li inh: 9%[38.3 µM]; NPSR antagonist: -1%[46.1 µM]; Lamin A splicing: 3%; Epigenetic reg: 0.8%

How did O=C(c1ccco1)N1CCN(C(=O)c2cc(-c3ccccn3)nc3ccccc23)CC1 do in these assays?
CBFb RUNX1 block: 0%; Luc counter: -2%; aGal spleen mod: 7%; IMPase Li inh: 14%[38.3 µM]; NPSR antagonist: 18%[46.1 µM]; Lamin A splicing: 6%; Epigenetic reg: 0.6%

Results for Cn1c(=O)cc(OCCCC(=O)NCCN2CCN(c3ccccc3F)CC2)c2ccccc21 ?
CBFb RUNX1 block: -2%; Luc counter: 4%; aGal spleen mod: 11%; IMPase Li inh: 5%[38.3 µM]; NPSR antagonist: -1%[46.1 µM]; Lamin A splicing: 3%; Epigenetic reg: -1.0%

Results for Cc1ccccc1S(=O)(=O)Cc1ccc(C(=O)N2CCN(C3CCCCC3)CC2)o1 ?
CBFb RUNX1 block: 2%; Luc counter: 2%; aGal spleen mod: -4%; IMPase Li inh: 16%; NPSR antagonist: -3%[46.1 µM]; Lamin A splicing: -8%; Epigenetic reg: 0.0%

What do the screens show for `COc1cc(C(=O)N[C@@H](C)C(=O)NCc2ccco2)cc(OC)c1OC`?
CBFb RUNX1 block: 3%; Luc counter: 1%; aGal spleen mod: -1%; IMPase Li inh: 6%; NPSR antagonist: 9%; Lamin A splicing: -5%[46 µM]; Epigenetic reg: -2.9%

What do the screens show for `Cc1ccccc1-c1nc(P(=O)(c2ccccc2)c2ccccc2)c(N2CCOCC2)o1`?
CBFb RUNX1 block: -3%; aGal spleen mod: 7%; NPSR antagonist: 51%; Epigenetic reg: 3.8%

How did O=C(Cn1[nH]c(=O)c2ccccc2c1=O)NC1CCCCCC1 do in these assays?
CBFb RUNX1 block: 1%; Luc counter: -2%; aGal spleen mod: -9%; IMPase Li inh: 18%[38.3 µM]; NPSR antagonist: -2%[46.1 µM]; Lamin A splicing: 11%; Epigenetic reg: 0.0%

Results for CCOC(=O)C(C)(C)N(Cc1ccc(C)cc1)S(=O)(=O)c1ccc(Cl)c([N+](=O)[O-])c1 ?
CBFb RUNX1 block: -3%; Luc counter: 2%; aGal spleen mod: -1%; IMPase Li inh: 15%; NPSR antagonist: inconclusive; Lamin A splicing: inconclusive; Epigenetic reg: 0.0%

How did Cc1ccc(OCC(=O)Nc2ccc(O)c(C(=O)O)c2)cc1C do in these assays?
CBFb RUNX1 block: 5%; Luc counter: 3%; aGal spleen mod: -9%; IMPase Li inh: 19%[38.3 µM]; NPSR antagonist: -3%[46.1 µM]; Lamin A splicing: 0%; Epigenetic reg: 0.0%

What do the screens show for `CC1CCc2nn(CC(=O)NCCCN3CCOCC3)cc2C1` (centres undefined)?
CBFb RUNX1 block: 13%; Luc counter: -1%; aGal spleen mod: -3%; IMPase Li inh: 29%[38.3 µM]; NPSR antagonist: 4%[46.1 µM]; Lamin A splicing: -16%; Epigenetic reg: -0.2%

What do the screens show for `CC(=O)N1CCC2(CC1)CCN(c1ccncc1)CC2`?
Luc counter: -1%; aGal spleen mod: -5%; IMPase Li inh: 12%

Results for COc1cc(C(=O)Nc2ccc(-c3nc4cc(C)ccc4o3)c(O)c2)cc(OC)c1OC ?
CBFb RUNX1 block: 6%; Luc counter: -2%; aGal spleen mod: 10%; IMPase Li inh: 1%[38.3 µM]; NPSR antagonist: -5%[46.1 µM]; Lamin A splicing: inconclusive; Epigenetic reg: -1.1%

Next part, starting with the last 2 of the part before.
What do the screens show for `CC(=O)N1CCC2(CC1)CCN(c1ccncc1)CC2`?
Luc counter: -1%; aGal spleen mod: -5%; IMPase Li inh: 12%

Results for COc1cc(C(=O)Nc2ccc(-c3nc4cc(C)ccc4o3)c(O)c2)cc(OC)c1OC ?
CBFb RUNX1 block: 6%; Luc counter: -2%; aGal spleen mod: 10%; IMPase Li inh: 1%[38.3 µM]; NPSR antagonist: -5%[46.1 µM]; Lamin A splicing: inconclusive; Epigenetic reg: -1.1%

Results for CS(=O)(=O)N(CC(=O)N1CCOCC1)Cc1ccccc1 ?
CBFb RUNX1 block: 9%; Luc counter: 1%; aGal spleen mod: 0%; IMPase Li inh: -10%[38.3 µM]; NPSR antagonist: -2%[46.1 µM]; Lamin A splicing: -1%; Epigenetic reg: 1.2%

How did COC(=O)C(CC(=O)c1ccc(Br)cc1)n1ccnc1 (centres undefined) do in these assays?
CBFb RUNX1 block: 5%; Luc counter: -2%; aGal spleen mod: 2%; IMPase Li inh: 5%[38.3 µM]; NPSR antagonist: -22%[46.1 µM]; Lamin A splicing: inconclusive; Epigenetic reg: inconclusive

How did Cc1cc(C)c2c(c1)SC1=NC(c3ccccc3)(C(F)(F)F)NC(=O)N12 (centres undefined) do in these assays?
CBFb RUNX1 block: 2%; Luc counter: -2%; aGal spleen mod: -1%; IMPase Li inh: -11%[38.3 µM]; NPSR antagonist: 16%[46.1 µM]; Lamin A splicing: 6%; Epigenetic reg: -1.0%

Results for CC(=O)c1cccc(NC2c3ccccc3C(=O)N2Cc2ccc3c(c2)OCO3)c1 (centres undefined) ?
CBFb RUNX1 block: 4%; Luc counter: -1%; aGal spleen mod: 4%; IMPase Li inh: 10%; NPSR antagonist: 5%; Lamin A splicing: inconclusive; Epigenetic reg: -1.0%

How did C=C1C(C(=O)Nc2ccccc2)C1C(=O)Nc1ccccc1 (centres undefined) do in these assays?
CBFb RUNX1 block: 8%; aGal spleen mod: 6%; NPSR antagonist: -4%[7.67 µM]; Epigenetic reg: 6.5%

How did COCCNC(=O)COc1ccccc1Cl do in these assays?
CBFb RUNX1 block: 7%; Luc counter: 1%; aGal spleen mod: -14%; IMPase Li inh: 0%[38.3 µM]; NPSR antagonist: 5%[46.1 µM]; Lamin A splicing: 4%; Epigenetic reg: 3.9%

Results for FC(F)(F)Oc1ccc(NC(=S)Nc2ccc(OC(F)(F)F)cc2)cc1 ?
CBFb RUNX1 block: 4%; aGal spleen mod: -3%; NPSR antagonist: -28%; Epigenetic reg: -6.7%

What do the screens show for `COc1ccc(C(=O)/C=C(\C)NCc2ccc3c(c2)OCO3)cc1`?
CBFb RUNX1 block: -8%; Luc counter: -3%; aGal spleen mod: -8%; IMPase Li inh: -6%[38.3 µM]; NPSR antagonist: -16%[46.1 µM]; Lamin A splicing: 7%; Epigenetic reg: 3.6%

Results for O=C(NCCc1ccc(F)cc1)c1cc(=O)c2ccccc2o1 ?
CBFb RUNX1 block: -1%; Luc counter: 0%; aGal spleen mod: -2%; IMPase Li inh: -3%; NPSR antagonist: -4%; Epigenetic reg: 2.5%

How did CC(=O)Cc1cc(O)c2ccccc2c1OC(=O)c1ccc(Br)cc1 do in these assays?
CBFb RUNX1 block: -4%; aGal spleen mod: 9%; NPSR antagonist: 22%; Epigenetic reg: 3.8%

How did COc1ccccc1/C=c1\sc2nc(-c3ccco3)nn2c1=O do in these assays?
CBFb RUNX1 block: inconclusive; Luc counter: 1%; aGal spleen mod: 5%; IMPase Li inh: 22%[38.3 µM]; NPSR antagonist: -8%[46.1 µM]; Lamin A splicing: -2%; Epigenetic reg: 1.3%

What do the screens show for `O=C(Oc1ccc(Cl)cc1)c1ccc(COC(=O)c2cnccn2)cc1`?
CBFb RUNX1 block: 7%; Luc counter: 0%; aGal spleen mod: 4%; IMPase Li inh: 21%[38.3 µM]; NPSR antagonist: -10%[46.1 µM]; Lamin A splicing: -4%; Epigenetic reg: -2.4%

What do the screens show for `O=C(NCCc1ccccc1)C1CCN(C(=O)NCc2ccccc2)CC1`?
CBFb RUNX1 block: 5%; Luc counter: -2%; aGal spleen mod: 4%; IMPase Li inh: -4%; NPSR antagonist: -2%[46.1 µM]; Lamin A splicing: -1%; Epigenetic reg: -2.0%

How did Nc1c(C(=O)NCc2ccc(Cl)cc2)sc2nc3c(c(C(F)(F)F)c12)CCC3 do in these assays?
CBFb RUNX1 block: 25%; Luc counter: 0%; aGal spleen mod: -5%; IMPase Li inh: 17%[38.3 µM]; NPSR antagonist: -22%[46.1 µM]; Lamin A splicing: inconclusive; Epigenetic reg: 0.0%

What do the screens show for `Cc1ccc(SCCC(=O)Nc2nccs2)cc1`?
CBFb RUNX1 block: 2%; Luc counter: 0%; aGal spleen mod: 2%; IMPase Li inh: -10%; NPSR antagonist: 0%; Lamin A splicing: 5%[9.22 µM]; Epigenetic reg: -2.6%

Screening results as filed in PubChem.
